Assay outcomes as filed in PubChem.
D1 ag – Allosteric Agonists of the Human D1 Dopamine Receptor: qHTS; D(1A) dopamine receptor (Homo sapiens), P21728; HEK293 T-REx D1 cells, calcium flux, agonist mode; activation, % at 2 µM; hit rate 1% among 360,000; AID 504660, 2011; note: 0% is about no effect
Target sequence (P21728 whole entry, looked up): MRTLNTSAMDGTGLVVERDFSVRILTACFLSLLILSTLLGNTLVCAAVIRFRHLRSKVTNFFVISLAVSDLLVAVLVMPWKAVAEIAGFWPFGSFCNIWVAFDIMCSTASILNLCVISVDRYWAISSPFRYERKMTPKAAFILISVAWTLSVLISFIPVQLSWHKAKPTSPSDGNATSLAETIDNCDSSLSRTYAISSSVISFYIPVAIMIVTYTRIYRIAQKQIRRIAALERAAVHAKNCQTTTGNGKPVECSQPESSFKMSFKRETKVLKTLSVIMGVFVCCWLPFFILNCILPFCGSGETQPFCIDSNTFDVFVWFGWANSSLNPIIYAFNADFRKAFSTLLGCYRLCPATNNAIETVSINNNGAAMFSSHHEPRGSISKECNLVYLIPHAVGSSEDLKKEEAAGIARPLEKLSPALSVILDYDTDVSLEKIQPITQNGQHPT
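Inducible HEK293 T-REx D1 cells, force-coupled to calcium signalling, were plated at 4000 cells/well with tetracycline and held overnight at 30 C. After no-wash calcium dye loading, compound-evoked calcium rise over 180 s flagged agonists.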
D2 agonist – HTS Assay for Allosteric Agonists of the Human D2 Dopamine Receptor: Primary Screen for Agonists. D(2) dopamine receptor (Homo sapiens), P14416. HEK293 T-REx D2 cells, calcium flux agonist mode. activation, % at 2 µM. hit rate 0.53% among 340,000. AID 485358, 2010;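 active = activation over 3 SD above normal in the single-dose calcium agonist read, cut at about 30% in these data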; note: 0% is about no effect
Target sequence (P14416 whole entry, looked up): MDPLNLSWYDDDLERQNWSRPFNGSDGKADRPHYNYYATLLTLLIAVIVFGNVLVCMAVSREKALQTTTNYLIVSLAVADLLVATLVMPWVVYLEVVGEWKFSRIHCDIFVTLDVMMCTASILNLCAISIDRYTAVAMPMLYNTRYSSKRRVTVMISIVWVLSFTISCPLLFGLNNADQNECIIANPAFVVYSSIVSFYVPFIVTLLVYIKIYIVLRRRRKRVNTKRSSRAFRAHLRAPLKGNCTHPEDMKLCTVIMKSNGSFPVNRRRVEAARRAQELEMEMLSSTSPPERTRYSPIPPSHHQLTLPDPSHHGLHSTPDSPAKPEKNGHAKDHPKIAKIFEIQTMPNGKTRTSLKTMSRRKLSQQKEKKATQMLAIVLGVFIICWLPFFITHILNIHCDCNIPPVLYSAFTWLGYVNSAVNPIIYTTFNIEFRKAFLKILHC
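In this primary screen, compounds producing a positive calcium signal within 180 s of addition to tetracycline-induced, force-coupled HEK293 Trex D2 cells are flagged; cells are dye-loaded with a no-wash calcium kit beforehand.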
D1 antagonist – Antagonist of Human D 1 Dopamine Receptor: qHTS; hit rate 3.2% among 360,000; AID 504652, 2011; HEK293 TREx D1 cells, calcium flux, dopamine EC80; stronger effect = lower value; activity change, negative = inhibition, % at 10 µM; D(1A) dopamine receptor (Homo sapiens), P21728; in the data active = activity change below about -30%; note: % is set by controls: 0 for no effect and ±100 for the full control effect
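Compound effects on dopamine-evoked calcium signalling were measured in tetracycline-induced HEK293 Trex D1 cells. Dopamine at EC80 followed a 180 s compound pre-read, and fluorescence was tracked kinetically for 180 s more.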
TRHR agonist – qHTS for Small Molecule Agonists and Allosteric Enhancers of Human TRH Receptor: Primary Screen for Agonists; activation, % at 2 µM; hit rate 0.18% among 360,000; AID 493084, 2011; TRHR cells, calcium flux fluo-8, FDSS agonist mode; Thyrotropin-releasing hormone receptor (Homo sapiens), P34981; note: 0% is about no effect
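In this calcium-flux screen, cells bearing human TRHR are dye-loaded with fluo-8, baselined for 10 cycles, then exposed to library compounds; positive kinetic calcium responses during the agonist phase mark hits, with TRH as control.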
D2 PAM – HTS Assay for Positive Allosteric Modulators of the Human D2 Dopamine Receptor: Primary Screen for Potentiators | HEK293 T-REx D2, calcium flux, EC20 dopamine potentiation | potentiation, % at 10 µM | hit rate 0.34% among 340,000;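 active = potentiation over 3 SD above the plate norm, cut at about 30% in these data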; note: 0% is about no effect
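Tetracycline-induced Hek293 Trex D2 cells, force-coupled to calcium, loaded with no-wash calcium dye. Compound added with 180 s kinetic read for agonism, then EC20 dopamine and a further 180 s read for potentiation.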
D2 antag – HTS Assay for Allosteric Antagonists of the Human D2 Dopamine Receptor: Primary Screen for Antagonists. D(2) dopamine receptor (Homo sapiens), P14416. AID 485344, 2010. hit rate 2% among 340,000. HEK293 TREx D2 cells, calcium flux, dopamine EC80. inhibition, % at 10 µM; in the data active = inhibition above about 30%; note: 0% is about no effect
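Calcium mobilization kinetics were recorded at 1 s intervals in tetracycline-induced HEK293 T-REx D2 cells, first for 180 s after compound addition and then 180 s after EC80 dopamine.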
TRHR PAM – qHTS for Small Molecule Agonists and Allosteric Enhancers of Human TRH Receptor: Primary Screen for Enhancers. Thyrotropin-releasing hormone receptor (Homo sapiens), P34981. TRHR cells, fluo-8 calcium fluorescence, EC20 TRH enhancement. enhancement, % at 2 µM. hit rate 0.66% among 360,000; in the data active = enhancement above about 30%; note: 0% is about no effect
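TRHR-expressing cells loaded with fluo-8 calcium dye were read kinetically (ex 480/em 530) during compound addition, then stimulated with an EC20 of TRH (10 nM final). Enhancement of the Gq-mediated intracellular calcium response was scored.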
RXFP1 antagonist – qHTS Assay for Antagonists of the Relaxin Receptor RXFP1; AID 1259400, 2018; hit rate 0.59% among 350,000; activity change, negative = inhibition, % at 57.5 µM; HEK293-RXFP1, relaxin-stimulated cAMP HTRF, 30 min; stronger effect = lower value; Relaxin receptor 1 (Homo sapiens), Q9HBX9;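 active = activity change of -60% or lower, but not beyond a set lower limit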; note: % is set by controls: 0 for no effect and ±100 for the full control effect
D1 potentiator – Potentiators of Human D1 Dopamine Receptor: qHTS; HEK293 TREx D1 cells, calcium flux, dopamine EC20 potentiation; hit rate 0.036% among 360,000; D(1A) dopamine receptor (Homo sapiens), P21728; potentiation, % at 10 µM; AID 504651, 2011; in the data active = potentiation above about 30%; note: 0% is about no effect
* = called active by the depositor; nt = no result given; & = joins results of further samples; ! = not active in a repeat. Cut-off read from the data, not from the text of the source, unless noted: active = activation above about 30%; inactive = the rest.

Fields – D2 PAM, D2 agonist, D1 antagonist, D1 potentiator, RXFP1 antagonist, D2 antag, TRHR agonist, TRHR PAM, D1 ag
O=C(CN1C(=O)NC2(CCc3ccccc32)C1=O)c1ccc(F)c(F)c1 (stereo not drawn)
  6, 0.2, -1, -5, -5, -3, -0.1, -1, 0
COCC(C)n1c(SCC(=O)Nc2nccs2)nc2ccccc2c1=O (stereo not drawn)
  -8, 0.6, -13, 0, 4, -10, -0.8, -9, 2
CN(Cc1ccc(C(C)(C)C)cc1)C(=O)C1CSC2(C)CCC(=O)N12 (stereo not drawn)
  -6, -0.2, -8, 3, -5, 20, 1.1, 1, 6
O=C1OCCC1Sc1nc2cc(Cl)ccc2s1 (stereo not drawn)
  -1, -1.6, -1, -3, -1, 1, -0.3, -6, 1
CC(=O)c1cccc(NC(=O)CCC(=O)c2ccc(F)cc2)c1
  -18, -0.5, 0, 0, 7, -11, 0.3, -4, 4
COc1ccc(NC(=S)NC2CCCCCC2)c(OC)c1
  -5, 1.0, -23, -1, -1, -4, 0.1, 3, 0
COC(=O)c1sc(NC(=O)CSc2nnnn2-c2ccc(C)cc2C)nc1C
  2, -0.4, 17, -4, 1, -2, 0.1, -4, 1
Nc1nc2ccccc2n1CCOc1ccccc1Cl
  10, 0.3, -36*, -6, -14, 3, 1.2, 1, 20
Cc1ccc2nc(/C(C#N)=C/c3ccccc3F)[nH]c2c1
  -5, -0.2, 2, -2, 7, nt, 1.6, -6, -1
O=C(NC(=O)c1ccccc1)OCCN1C(=O)c2ccccc2C1=O
  4, 0.1, 6, -1, 3, 1, -0.2, 4, 2
CC(C)(C)c1ccccc1OCC(=O)NCc1ccccc1
  4, 0.4, 9, 4, -6, 3, 0.2, 9, 0
COc1ccc(-c2cc(=O)oc3c(C)c(OC(C)C(=O)Nc4ccc(CN5CCOCC5)cc4)ccc23)cc1 (stereo not drawn)
  -4, 1.6, 5, 9, -10, -5, -0.2, 0, 13
CC(C)(C)NC(=O)C(c1ccc(O)cc1)N(C(=O)CCC(=O)Nc1ccccn1)c1ccc(F)cc1 (stereo not drawn)
  nt, -2.7, 2, -12, 0, -1, -0.2, -5, -1
Cn1c(=O)c2c(nc(CN3CCN(Cc4ccccc4)CC3)n2Cc2cccc(Cl)c2)n(C)c1=O
  1, -1.5, 1, -14, 3, 6, -1.1, -3, 40*
O=c1ccc2ccc(Oc3ccc(Cl)cc3[N+](=O)[O-])cc2o1
  -3, -0.1, 8, -6, -33, -10, -0.9, -3, 1
CCCS(=O)(=O)c1nc(S(=O)(=O)c2ccc(C)cc2)c(NCc2ccc3c(c2)OCO3)s1
  -5, 0.9, -7, -1, -6, 25, 0.0, -4, 0
COc1ccc(NC(=O)CSc2nc3[nH]c(=O)cc(O)c3s2)cc1OC
  7, 1.0, -5, -1, -1, 4, 0.1, 8, 1
Cc1cc(C)cc(N(CCC#N)C(=O)COC(=O)c2nc3nc(C)cc(C)n3n2)c1
  -2, 0.3, -5, 0, 2, -14, 0.1, 0, 1
Cc1oc(/C=N/NS(=O)(=O)c2ccccc2)cc1Br
  -6, -0.3, 5, 1, 5, 0, -0.8, 2, 1
CCCCn1c(SCC(=O)N2CCC(C)CC2)nc2cc(S(N)(=O)=O)ccc21
  0, 0.1, -2, -2, 0, 14, 0.2, 5, 2

9 of the compounds above, as a markdown table:
| smiles | D2 PAM | D2 agonist | D1 antagonist | D1 potentiator | RXFP1 antagonist | D2 antag | TRHR agonist | TRHR PAM | D1 ag |
| --- | --- | --- | --- | --- | --- | --- | --- | --- | --- |
| O=C(CN1C(=O)NC2(CCc3ccccc32)C1=O)c1ccc(F)c(F)c1 (stereo not drawn) | 6 | 0.2 | -1 | -5 | -5 | -3 | -0.1 | -1 | 0 |
| COCC(C)n1c(SCC(=O)Nc2nccs2)nc2ccccc2c1=O (stereo not drawn) | -8 | 0.6 | -13 | 0 | 4 | -10 | -0.8 | -9 | 2 |
| CN(Cc1ccc(C(C)(C)C)cc1)C(=O)C1CSC2(C)CCC(=O)N12 (stereo not drawn) | -6 | -0.2 | -8 | 3 | -5 | 20 | 1.1 | 1 | 6 |
| O=C1OCCC1Sc1nc2cc(Cl)ccc2s1 (stereo not drawn) | -1 | -1.6 | -1 | -3 | -1 | 1 | -0.3 | -6 | 1 |
| CC(=O)c1cccc(NC(=O)CCC(=O)c2ccc(F)cc2)c1 | -18 | -0.5 | 0 | 0 | 7 | -11 | 0.3 | -4 | 4 |
| COc1ccc(NC(=S)NC2CCCCCC2)c(OC)c1 | -5 | 1.0 | -23 | -1 | -1 | -4 | 0.1 | 3 | 0 |
| COC(=O)c1sc(NC(=O)CSc2nnnn2-c2ccc(C)cc2C)nc1C | 2 | -0.4 | 17 | -4 | 1 | -2 | 0.1 | -4 | 1 |
| Nc1nc2ccccc2n1CCOc1ccccc1Cl | 10 | 0.3 | -36* | -6 | -14 | 3 | 1.2 | 1 | 20 |
| Cc1ccc2nc(/C(C#N)=C/c3ccccc3F)[nH]c2c1 | -5 | -0.2 | 2 | -2 | 7 | nt | 1.6 | -6 | -1 |

Continuation.
Fields – D2 PAM, D2 agonist, D1 antagonist, D1 potentiator, RXFP1 antagonist, D2 antag, TRHR agonist, TRHR PAM, D1 ag
O=C(CNCCO)Nc1ccc(F)c(Cl)c1
  6, 0.8, -15, -2, -22, -1, 0.4, -5, 2
COc1cc(/C=N\NC(=O)c2ccc(-c3ccccc3)cc2)cc(OC)c1O
  3, -1.6, -31*, -3, 14, -8, -0.5, -3, 0
Cn1c(=O)c2c(nc(CN3CCCCC3)n2Cc2c(F)cccc2Cl)n(C)c1=O
  -22, 0.5, 19, 7, -8, -8, -0.7, 7, 4
CC(=O)c1ccc(NC(=O)C2=CC(c3ccc4c(c3)OCO4)=NS(=O)(=O)N2C)cc1
  -12&1, 0.9&0.2, -15&0, 1&-2, -6&-17, 1, 1.0&1.2, -7&2, 33*!
COc1ccnc(NCc2cccnc2)c1C#N
  1, -0.4, 12, -4, 15, -16, -0.2, -6, 1
Cc1ccc(-c2nnn(CCC(=O)NC3CCCC3)n2)cc1
  -19, 0.1, -5, -1, 9, -7, 0.3, 2, 8
Cc1cc(NC(=O)CSc2nnc3c(C)cc4ccccc4n23)no1
  22, 0.0, 1, 0, -11, -13, -0.7, -2, 2
CC12CCC(C(=O)Nc3ccc(Cl)cc3)([C@H](Br)C1=O)C2(C)C (stereo partly drawn)
  19, -1.6, -16, -1, 7, 6, -0.6, 4, 10
CCCCn1c(N)c(N(Cc2ccccc2OC)C(=O)C(C)C)c(=O)[nH]c1=O
  -2, -0.2, -4, 3, -9, -5, 1.5, -16, 1
COc1ccc(/C=N/n2c(COc3ccccc3)n[nH]c2=S)cc1OC
  11, 1.2, -5, -7, -15, 5, -0.7, 6, 1
O=C(NNC(=O)c1cccs1)c1ccco1
  11, -0.6, -22, -3, -10, -15, 0.8, -4, -1
CCCCN(C)C(=O)C1CCCN(c2ncnc3onc(-c4ccc(F)cc4)c23)C1 (stereo not drawn)
  3, -0.9, 12, -5, -9, nt, -1.0, 5, 1
CC(C)(C)C(=O)CN1C(=O)NC2(CCc3ccccc32)C1=O (stereo not drawn)
  13, -0.4, 14, 9, 3, -12, 0.2, 1, 3
COCCn1c(SCC(=O)N2CCCc3ccccc32)nc2ccccc2c1=O
  -1, 0.7, 13, 2, -9, 15, -1.7, 2, 8
Cc1cccc(OCC(=O)Nc2cc(NC(=O)COc3cccc(C)c3C)cc(C(=O)O)c2)c1C
  8, 0.2, 6, -6, 4, -20, 2.9, 2, 3
CN(C)c1ccc(Nc2ncnc3sc4c(c23)CCCC4)cc1
  -5, -1.5, 2, -1, nt, nt, -1.0, 0, 0
CC(=O)c1cccc(Nc2cc(C)nc3nc(Cc4ccccc4)nn23)c1
  0, -1.2, 6, -2, nt, nt, -2.5, 6, 5
COc1ccc(-c2nnc(SC)o2)c(OC)c1
  -1, -0.2, 6, 2, -2, -7, 0.3, 12, -1
COc1ccc(C(C(=O)NC2CCCCC2)N(C(=O)CCl)c2ccc(C)cc2)cc1 (stereo not drawn)
  2, 2.9, 2, 0, nt, -5, 0.3, -7, 2
CCCCc1cc(=O)oc2c(C)c(OCc3nn[nH]n3)ccc12
  -4, -0.2, 9, 1, 0, 0, 0.4, -1, 2
CCN(C(=O)CN1C(=O)NC2(CCc3ccccc32)C1=O)C1CCCCC1 (stereo not drawn)
  -4, 1.5, -5, -4, -7, -21, 0.2, 2, 2
COc1ccc(Cn2c(SCC(=O)NCc3ccc(Cl)cc3)nc3ccsc3c2=O)cc1
  6, 0.7, -3, -1, nt, nt, 0.0, 6, 0
Cc1ccc(C(=O)COC(=O)CCC(=O)Nc2ccccc2Cl)cc1[N+](=O)[O-]
  3, 0.1, 6, -7, 5, -9, -1.0, 0, 2
CCCN(CCC)C(=O)Cn1c(=O)n(CCCCCC(=O)Nc2ccccc2)c(=O)c2sccc21
  -12&-11, 1.0, 14&-11, -1&2, -4&-3, -1, -1.2&0.3, -16&2, -1&0
CCN1CCN(c2cc(=O)n(-c3cc(Cl)ccc3C)c(=O)[nH]2)CC1
  -5, -0.3, 23, -2, 4, -12, 0.4, 0, 8
CCC1(c2ccc(OC)cc2)NC(=O)N(CC(=O)N2CCc3ccccc32)C1=O (stereo not drawn)
  -4, 6.6, 6, -5, -6, -3, 7.2, -1, 39*
Cc1cccn2c(=O)nc(SCC(=O)NCc3ccc(F)cc3)nc12
  -1, -0.1, 20, -5, 2, -1, 0.1, 7, 2
Cc1cccc(CN2C[C@]34CC[C@@H](C[C@@H]3S2(=O)=O)O4)c1
  -8, -0.7, 0, -6, nt, -10, -0.5, 1, 2
CCOCCCn1c(SCC(=O)Nc2ccc(NC(C)=O)cc2)nc2ccccc2c1=O
  -1, 0.7, 4, -3, -3, 16, -0.2, 2, 4
Cc1ccc(NC(=O)C2CCCN(c3nnc(C)c4c(C)n(-c5ccccc5)nc34)C2)c(Cl)c1 (stereo not drawn)
  6, 0.5, -4, 0, -20, nt, -0.8, 1, 0
CCCCn1c(N)c(N(CC(C)C)C(=O)C(C)SCc2nc3sc(C)c(C)c3c(=O)[nH]2)c(=O)[nH]c1=O (stereo not drawn)
  nt, nt, -3, 1, -6, nt, 0.4, 0, 6
CCN(CCS(=O)(=O)c1ccc(Cl)cc1)C(=O)Nc1ccccc1
  -5, -0.7, 11, 3, 8, -9, -1.5, -9, 1
